# A549 tox: Nrf2 qHTS screen for inhibitors: counterscreen for cytotoxicity; A549 ARE-Fluc cells, CellTiter-Fluor viability, 18-24 h; Potency, µM (highest dose often 46 µM), without a hit: at the top dose activity change, negative = cytotoxicity, actives largely listed as inhibitors; 390,000 tested, 0.16% active; AID 504648, 2011; further: potency means the concentration at half of the fitted maximal effect; on the % scale 0 is the no-effect control and ±100 the full control effect
#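 A549 ARE_Fluc cells in 5% FBS OPTI-MEM were exposed to compounds in concentration-response for 18-24 h at 37 deg C. Viability was read by CellTiter-Fluor fluorescence (Ex 405/Em 525) after 30 min, before the luciferase read.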
# TGFb inhibitor: qHTS for Inhibitors of TGF-b; HepG2 CAGA-GFP TGF-b/SMAD3 reporter, GFP fluorescence, 18 h; TGF-beta stimulated, 500 pg/mL final; Potency, µM (series often up to 46.1 µM), for inactives: at the top dose activity, negative = inhibition, most hits filed as inhibitors; 410,000 tested, 1.2% active; further: potency means the concentration at half of the fitted maximal effect; on the % scale 0 is the no-effect control and ±100 the full control effect; nearly all actives have a fitted effect of over 65% in size
#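 Using HEPG2 CAGA-GFP reporter cells at 1000 cells/well, we pinned test compounds, stimulated with recombinant TGF-beta (500 pg/mL final) and measured total well GFP after 18 h.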
# Mm-Cpn inhibitor: Inhibitors of TCP-1 ring complex (TRiC) of Methanococcus maripaludis (MmCpn): qHTS | Chaperonin Mm-Cpn (Methanococcus maripaludis) | Potency, µM (series often up to 76.9 µM), for the others: at the top dose activity, negative = inhibition, actives largely listed as inhibitors | 330,000 tested, 0.031% active | purified Mm-Cpn ATPase, ADP Transcreener TR-FRET; further: potency means the concentration at half of the fitted maximal effect; on the % scale 0 is the no-effect control and ±100 the full control effect; nearly all actives have a fitted effect of over 80% in size
#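 Quantitative HTS used 25 nM Mm-CPN and 10 uM ATP in magnesium/KCl Tris buffer, pH 7.4, with 1 mM DTT. Hydrolysis ran 30 min at 37°C; ADP was read by HTRF.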
# Akt phos inh: HTS Assay for Inhibitors of Akt Phophorylation: Primary Screen; 360,000 tested, 0.32% active; Neuro2A IGF-stimulated pAkt S473 HTRF, 20 min; stronger effect = lower value; AID 651550, 2012; activity change, % for hits at 50 µM; in the data active means activity change below about -80%; inconclusive means mostly about -51% to -80%; further: on the % scale 0 is the no-effect control and ±100 the full control effect
#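 Neuro2A cells in DMEM with 0.5% FBS, overnight at 37 deg C, given compound at single 50 µM final, then IGF (6 nM final) for 20 min at 37 deg C. Lysed; phospho-Akt Ser473 by HTRF after 24 h, 665/615 ratio.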
# CCT chaperon mod: High-Throughput Screening for Modulators of Cytosolic Chaperonin Activity | purified chaperonin ATPase assay, HTRF ADP detection, 30 min | activity change, % (test concentration not listed), hits read low | 360,000 tested, 0.3% active | AID 651819, 2012; in the data active means activity change below about -30%; further: on the % scale 0 is the no-effect control and ±100 the full control effect
#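 First, chaperonin was dispensed at 40 nM or 20 nM final depending on batch activity. Next, compounds were pinned at 76 uM and ATP added at 10 uM. After 30 min at 37 °C, ADP detection reagents ran 30 min at ambient temperature.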
# HepG2 tox: qHTS for Inhibitors of TGF-b: Cytotox Counterscreen | HepG2 CAGA-GFP viability, ATP luminescence, 18 h | Potency, µM (highest dose often 46.1 µM), for inactives: at the highest dose activity change, negative = cytotoxicity, most hits filed as cytotoxic | 410,000 tested, 0.76% active | AID 588856, 2011; further: potency means the concentration at half of the fitted maximal effect; some results filed as inactive show a strong effect at the top dose
#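 CellTiter-Glo luminescence gave cytotoxicity after 18 hours at 37 degrees C. The cells were HepG2 CAGA-GFP in 1% FBS DMEM, stimulated with 500 pg/mL TGF-beta after compound addition. %Activity was normalised to no-cell wells (complete cell-killing) and DMSO (no toxicity), and curves were fitted and classified.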
# Nrf2 block: Nrf2 qHTS screen for inhibitors; Potency, µM (series often up to 46 µM), for the others: top-dose activity change, negative = inhibition, most hits filed as inhibitors; 360,000 tested, 2.1% active; A549 ARE-Fluc reporter, luciferase luminescence, 18-24 h; AID 504444, 2011; further: potency means the concentration at half of the fitted maximal effect; on the % scale 0 is the no-effect control and ±100 the full control effect; nearly all actives have a fitted effect of over 60% in size
#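 Quantitative HTS in A549 cells stably bearing an antioxidant response element-firefly luciferase construct. Inhibition of Nrf2-driven transcription was scored by luminescence after 18-24 h of compound exposure at 37 °C.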
# ATXN viability: Viability Counterscreen for Primary qHTS for Inhibitors of ATXN expression | S2 cells (HEK-293 line with an ATXN2-luciferase reporter) viability, CellTiter-Fluor protease fluorescence, 24 h | Potency, µM (titrated, usually from 56.7 µM), actives largely listed as cytotoxic | 400,000 tested, 0.49% active | AID 651635, 2014; further: potency means the concentration at half of the fitted maximal effect; nearly all actives have a fitted effect of over 40% in size
# Nrf2 activator: qHTS of Nrf2 Activators; AREc32 ARE-luciferase reporter (MCF7-derived line), luminescence, 24 h; Potency, µM (series often up to 46.1 µM), for the others: at the top dose activation, hits mostly activators; 410,000 tested, 0.31% active; AID 624171, 2012; further: potency means the concentration at half of the fitted maximal effect; % of control where 0% means no effect; nearly all actives have a fitted effect of over 65% in size
#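 For detection, Steady-Glo was added and plates sat 30 min at RT; before that, AREc32_Fluc cells grown overnight in OPTI-MEM/5% FBS had been treated with 23 nL compound for 24 hr at 37 deg C.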
# An asterisk follows results filed as active; i = inactive; ? = inconclusive; nt = not tested or not shown; [ ] = dose if it differs, or a comment. Unless noted, the call rests on the fitted dose curve; in most records, active means well fitted curve in the direction sought with a large enough effect; inconclusive means small, poorly fitted or top-dose-only effect, or another doubt; inactive means no such curve, though single readings can be large; an effect the other way counts as inactive or inconclusive.
SMILES,A549 tox,TGFb inhibitor,Mm-Cpn inhibitor,Akt phos inh,CCT chaperon mod,HepG2 tox,Nrf2 block,ATXN viability,Nrf2 activator
O=c1cc(-c2ccccc2)oc2ccccc12,1%,2%,-1%,i,-4.4,-40%,19%,i,?
CCCc1nc2ccccc2n1CCOC,1%,-3%,-5%,i,-2.9,9%,11%,i,3.0%
COc1cc(NC(=O)c2ccccc2F)c(OC)cc1NC(=O)CN1CCCCC1,-5%,-14%,2%,i,-2.2,-23%,?,i,0.2%
N/C(=N\OC(=O)CCc1ccccc1)c1ccc(Cl)cc1,4%,10%,-9%,i,0.3,-8%,?,i,0.1%
C=CC1=C2C=C(C3CC3)N(CC3CC3)C=C2C(=O)C(C)(OC(=O)c2ccco2)C1=O (stereo not drawn),-9%,22%,nt,i,-1.9,16%,-8%,i,0.7%
CCC(=O)N1CCN(c2ccc(NC(=O)COc3ccccc3Cl)cc2)CC1,-17%,?,-3%,i,-1.1,-1%,nt,i,-0.4%
O=C(O)C1=CC(c2ccc(Br)cc2)n2ncnc2N1 (stereo not drawn),-4%,0%,nt,nt,nt,-11%,4%,i,-0.3%
Clc1cccc(-c2nc(NCCCN3CCOCC3)c3ccccc3n2)c1,8%,?,-4%,i,-0.8,-43%,12%,nt,2.8%
O=C(N1CCOCC1)N1CCN(c2ccccc2)CC1,-4%,0%,1%,i,-2.2,-1%,6%,i,-0.7%
COc1ccc(C(O)c2ncc(-c3cccc(F)c3)[nH]2)cc1F (stereo not drawn),nt,9%,nt,i,-1.9,5%,nt,i,4.0%
Cc1cc2oc(=O)cc(CN3CCN(Cc4ccccc4)CC3)c2cc1Cl,5%,0%,-2%,-111%*,-1.8,-17%,2%,i,-0.2%
CCOc1ccc(CNC(=O)CCS(=O)(=O)c2cc3c4c(c2)CCN4C(=O)CC3)cc1,10%,-26%,nt,nt,nt,-15%,-18%,i,0.7%
O=C(O)c1ccc(Oc2ccc([N+](=O)[O-])cc2)c([N+](=O)[O-])c1,4%,1%,nt,i,-1.8,-19%,-2%,i,5.3%
COc1ccc(S(=O)(=O)Nc2cccc(N(C)S(C)(=O)=O)c2)cc1Br,-18%,?,3%,i,-1.3,5%,18µM*,?,3.3%
CCOCCn1c(CN2CCC(Cc3ccccc3)CC2)nc2c1c(=O)n(C)c(=O)n2C,9%,0%,-1%,i,-2.6,-2%,-26%,i,1.8%
COc1ccc(-c2nc(SCC(=O)NCCCc3ccccc3)n[nH]2)cc1,-3%,0%,nt,nt,nt,-10%,nt,nt,3.3%
Cc1ccc(N(CC(O)Cn2c3ccccc3c3ccccc32)S(=O)(=O)c2ccc(F)cc2)cc1 (stereo not drawn),?,8.9µM*,nt,nt,nt,14µM*,?,nt,-0.3%
Cn1cccc1CC(=O)NNC(=S)NC(=O)c1ccc(F)cc1,-1%,-6%,-3%,i,-4.0,-24%,-12%,i,-0.3%
CCC(=O)N1CCN(c2ccnc3cc(Cl)ccc23)CC1,0%,-3%,2%,i,1.3,-9%,?,?,0.3%
Cc1ccccc1NC(=O)C1CCN(C(=O)NC2CCCCC2)CC1,-9%,16%,0%,i,2.0,-2%,-5%,i,-0.6%
O=C(CSc1nnc(Cc2ccccc2)o1)NCCc1ccccc1,-1%[1.84 µM],-23%,nt,i,-0.3,-4%,3%,i,-1.0%
CN1CCN(C(c2ccc(F)cc2)c2sc3nc(-c4ccco4)nn3c2O)CC1 (stereo not drawn),-3%,-19%,nt,nt,nt,-11%,nt,i,-0.2%
Cc1ccc(S(=O)(=O)NCCC(=O)Nc2ccc(S(=O)(=O)NC(C)C)cc2)cc1,0%,7%,0%,i,1.2,38%,4%,i,0.7%
Cc1nc2cc(C(F)(F)F)ccc2n1CCNc1nc(-c2cc(Cl)c(N)c(Cl)c2)cs1,2%,11µM*,-7%,i,1.3,-31%,18%,?,-2.1%
CCOc1ccc(NC(=O)C2CCCN(S(=O)(=O)c3ccc4c(c3)CC(C)N4C(C)=O)C2)cc1 (stereo not drawn),-1%,-10%,1%,i,2.2,-6%,5%,i,-0.6%

# Shown with each value named: entries from further up.
> N/C(=N\OC(=O)CCc1ccccc1)c1ccc(Cl)cc1
  A549 tox: 4% | TGFb inhibitor: 10% | Mm-Cpn inhibitor: -9% | Akt phos inh: i | CCT chaperon mod: 0.3 | HepG2 tox: -8% | Nrf2 block: ? | ATXN viability: i | Nrf2 activator: 0.1%

> C=CC1=C2C=C(C3CC3)N(CC3CC3)C=C2C(=O)C(C)(OC(=O)c2ccco2)C1=O (stereo not drawn)
  A549 tox: -9% | TGFb inhibitor: 22% | Mm-Cpn inhibitor: nt | Akt phos inh: i | CCT chaperon mod: -1.9 | HepG2 tox: 16% | Nrf2 block: -8% | ATXN viability: i | Nrf2 activator: 0.7%

> CCC(=O)N1CCN(c2ccc(NC(=O)COc3ccccc3Cl)cc2)CC1
  A549 tox: -17% | TGFb inhibitor: ? | Mm-Cpn inhibitor: -3% | Akt phos inh: i | CCT chaperon mod: -1.1 | HepG2 tox: -1% | Nrf2 block: nt | ATXN viability: i | Nrf2 activator: -0.4%

> O=C(O)C1=CC(c2ccc(Br)cc2)n2ncnc2N1 (stereo not drawn)
  A549 tox: -4% | TGFb inhibitor: 0% | Mm-Cpn inhibitor: nt | Akt phos inh: nt | CCT chaperon mod: nt | HepG2 tox: -11% | Nrf2 block: 4% | ATXN viability: i | Nrf2 activator: -0.3%

# (next part)
SMILES,A549 tox,TGFb inhibitor,Mm-Cpn inhibitor,Akt phos inh,CCT chaperon mod,HepG2 tox,Nrf2 block,ATXN viability,Nrf2 activator
Cc1ccc2[nH]c3c(c2c1)CN(C(=O)CN1CCN(c2ccccn2)CC1)CC3,?,1%,0%,i,-0.8,-20%,-22%,i,0.2%
O=C(Nc1ccccc1)NC1CCCc2ccccc21 (stereo not drawn),25%,1%,1%,i,0.9,-4%,-10%,i,3.0%
COc1ccc(COC(=O)c2sc3nc4n(c(=O)c3c2C)CCC4)cc1,4%,17%,-4%,i,-1.5,11%,6%,i,-0.4%
Cc1cc(C)n2c(Nc3ccc4c(c3)OCCO4)c(-c3ccc(Cl)cc3)nc2n1,-12%,6%,nt,nt,nt,-25%,?,nt,2.3%
Cn1nc(C(F)(F)F)c(C(=O)Nc2ccc(F)cc2F)c1Sc1ccc(C(F)(F)F)cc1,0%,-6%,1%,i,0.3,-19%,8%,i,-0.3%
CC1CCC(NC(=O)C2CCC(CNS(=O)(=O)c3cccc4nsnc34)CC2)CC1 (stereo not drawn),0%,0%,-2%,i,-12,3%,-15%,i,-0.3%
Cc1nnc(SCc2nnc(-c3ccccc3Br)o2)n1-c1ccccc1,0%,-2%,2%,i,-6.6,-8%,-16%,i,3.0%
CCOc1ccccc1CNc1nc2ccccc2n1C,-2%,-2%,-1%,i,-0.4,0%,?,i,2.7%
CN1CCN(CCNC(=O)Nc2ccc([N+](=O)[O-])cc2)CC1,-1%,-2%,3%,i,-1.0,-2%,-5%,i,0.5%
COc1ccc(-c2noc(CCC(=O)N(C)c3cccc(C)c3)n2)cc1,-16%,-15%,0%,i,-4.5,-33%,?,i,0.3%
COc1ccc(C(=O)N=c2sc3ccccc3n2C)cc1,13%,?,1%,i,-5.0,-25%,?,i,17%
CN(CC(=O)Nc1ccc(N2CCOCC2)cc1)Cc1c(O)ccc2ccccc12,-8%,1%,4%,i,-0.7,-12%,?,i,13%
Cc1c(O)ccc(C(=O)CN2CCN(c3ccccc3)CC2)c1O,-1%,12%,-2%,nt,-17,-32%,-9%,i,2.6%
Cc1cccc(OCCNC(=O)c2ncn[nH]2)c1,-3%[1.84 µM],17%,1%,i,0.0,-2%,1%,i,0.4%
COc1ccc(-n2c(C)nnc2SCC(=O)N2CCOCC2)cc1,-4%,-4%,-8%,i,-2.8,-19%,-3%,i,0.1%
Cc1ccc(NC(=S)NCC2CCN(C(C)c3ccccc3)C2)cc1C (stereo not drawn),10%,?,1%,i,0.9,-35%,22%,i,-0.5%
O=C(NNC1=C(C(=O)C(F)(F)F)CCC1)c1ccncc1,-20%,4%,0%,i,0.9,-2%,-21%,i,4.8%
CCC(NC(=O)C1CCC1)c1ccc(C)cc1 (stereo not drawn),11%,-1%,2%,i,-2.0,-10%,13%,i,0.0%
CCCCNC(=O)C[C@@H]1C[C@@]2(C(=O)OCC)CCC=C2N(Cc2ccco2)C1=O,nt,nt,nt,i,-0.2,nt,nt,i,-0.1%
NC(=O)C1C2CCC(C2)C1C(N)=O (stereo not drawn),2%,3%,nt,i,0.3,-18%,?,i,0.3%
Cc1ccc(S(=O)(=O)N2[C@@H](c3ccc(Cl)cc3)C(C(=O)O)=CC[C@H]2c2cccs2)cc1,-14%,-23%,-4%,i,-2.5,-3%,-6%,i,0.4%
COc1ccc(CCNC(=O)CCc2c(C)nc3nc(C)nn3c2C)cc1OC,-3%,28%,nt,nt,nt,3%,18%,i,-0.5%
Cc1cc(C)nc(NS(=O)(=O)c2ccc(NC(=O)CSc3nc(-c4ccccc4)c(C#N)c(=O)[nH]3)cc2)n1,2%,7%,?,i,-2.9,-9%,3%,i,0.4%[9.22 µM]
S=c1[nH]nc(Cc2noc3ccccc23)n1-c1ccc(Cl)cc1,5%,6%,-4%,i,-0.9,-1%,-13%,i,0.1%
Cc1ccc(C(=O)NCCc2csc(-c3cccnc3)n2)cc1,0%,3%,-4%,i,-2.3,-6%,-4%,?,3.5%

# Screening results deposited in PubChem by National Center for Advancing Translational Sciences (NCATS).
